Source: PubChem BioAssay (several laboratories)
VLA-4 inh = inhibition in a human VLA-4 binding assay; 330,000 compounds, 0.2% hits; VLA-4 expressing cells, ligand binding flow cytometry; inhibition, % (about 7 µM as worked out from the volumes in the protocol); AID 2557; P13612; in the data active means inhibition above about 50%
MCL1 BIM primary = disrupts human MCL1 binding to BIM-BH3 peptide | 320,000 compounds, 0.68% hits | Q07820 | AID 2057 | inhibition, % at 10.9 µM | GST-MCL1 / FITC-Bim-BH3 fluorescence polarization;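 active means inhibition above the mean inhibition of all tested compounds plus 3 SD, set per campaign, cut at about 40% in these data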;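 further: 0% = DMSO wells and 100% = unlabeled Bim-BH3 peptide control; higher means more loss of mP so more displacement of Bim peptide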
Target sequence (Q07820 whole entry, looked up): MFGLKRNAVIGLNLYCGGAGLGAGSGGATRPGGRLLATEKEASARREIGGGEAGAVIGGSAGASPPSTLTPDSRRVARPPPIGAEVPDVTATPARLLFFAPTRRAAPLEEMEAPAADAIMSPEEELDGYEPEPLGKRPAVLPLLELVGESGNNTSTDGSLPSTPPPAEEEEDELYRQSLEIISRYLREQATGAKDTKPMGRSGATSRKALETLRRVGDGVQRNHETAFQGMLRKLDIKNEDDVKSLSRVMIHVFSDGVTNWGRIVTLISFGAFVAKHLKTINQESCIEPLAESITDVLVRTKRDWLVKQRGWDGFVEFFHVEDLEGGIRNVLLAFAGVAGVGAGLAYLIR
GLD-1 TGE inh = GLD-1-TGE RNA interaction inhibition (C. elegans) | Q17339 | purified GLD-1 + fluorescein TGE RNA, fluorescence polarization | inhibition, % at 5.96 µM | 320,000 compounds, 0.44% hits | AID 2280;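 active means percent inhibition above a per-plate cutoff, the plate mean of test compounds plus 3 SD, cut at about 30% in these data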;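 further: 0% = DMSO wells with GLD-1 and probe and 100% = wells lacking GLD-1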
Target sequence (Q17339 whole entry, looked up): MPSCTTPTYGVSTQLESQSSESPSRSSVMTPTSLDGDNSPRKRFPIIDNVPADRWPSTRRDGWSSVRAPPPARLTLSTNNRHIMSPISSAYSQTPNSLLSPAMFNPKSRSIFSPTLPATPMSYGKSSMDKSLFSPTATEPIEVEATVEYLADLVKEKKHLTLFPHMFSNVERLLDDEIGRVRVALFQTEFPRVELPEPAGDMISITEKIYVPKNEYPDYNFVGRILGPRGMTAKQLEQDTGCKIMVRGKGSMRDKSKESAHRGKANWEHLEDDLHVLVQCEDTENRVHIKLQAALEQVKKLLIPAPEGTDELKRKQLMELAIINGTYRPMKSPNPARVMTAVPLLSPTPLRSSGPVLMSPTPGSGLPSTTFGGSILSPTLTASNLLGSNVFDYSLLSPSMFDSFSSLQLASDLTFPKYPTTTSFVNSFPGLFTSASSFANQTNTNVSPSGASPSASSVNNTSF
Fam108B inh = Fam108B inhibition, counter-screen for RBBP9 inhibitors | recombinant Fam108B, FP-Rh probe fluorescence polarization | inhibition, % at 9.51 µM | 300,000 compounds, 0.33% hits | AID 1947;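 active means inhibition above the screen mean inhibition plus 3 SD, computed separately per campaign, cut at about 18% in these data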;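 further: inhibitors lower polarization as less probe binds the enzyme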
MEX-5 binding = C. elegans MEX-5 TCR-2 RNA binding activity; Q9XUB2; MEX-5/FITC-TCR2 RNA binding, fluorescence polarization; stronger effect = lower value; activity score (negative = inhibition of binding), % at 10 µM; 300,000 compounds, 0.38% hits; AID 1832;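 active means inhibition past about -25% in most replicates, and total fluorescence under double the plate's negative control median, limit read from the data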;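 further: 0% = DMSO and -100% = 5 µM competing unlabeled TCR2 RNA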
Efflux pump inh = inhibitors of Candida antifungal efflux pumps expressed in yeast; S. cerevisiae Candida pump triplex, Nile Red efflux; inhibition, % at 10 µM; 330,000 compounds, 0.44% hits; AID 485275;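 active means plate passing quality check with inhibition over a set limit, or well fluorescence over plate mean plus 4 SD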;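 further: Nile Red retained in pooled yeast measured as flow cytometry median fluorescence; 0% = buffer negative control and 100% = Enniatin B positive control; higher means more Nile Red kept so more efflux inhibition; some compounds called inactive have numbers as strong as hits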
PME-1 primary = PME-1 (human) inhibition; AID 2130; Q9Y570; 320,000 compounds, 0.53% hits; recombinant PME-1, FP-Rh probe fluorescence polarization; inhibition, % at 5.9 µM;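 active means inhibition above the campaign mean of all compounds plus 3 SD, cut at about 26% in these data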;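 further: competitive labeling of PME-1 active site by serine hydrolase directed probe; 0% = PME-1 with DMSO and 100% = wells lacking PME-1 enzyme; inhibitors block probe labeling so polarization falls and inhibition rises; many of its hits are not listed in these tables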
GRK2 aptamer HTS = human GRK2 inhibition via aptamer displacement; AID 488847; inhibition of aptamer binding, % at 10 µM; P25098; 330,000 compounds, 0.59% hits; bead flow cytometry, FAM-aptamer displacement from GRK2;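 active means inhibition of aptamer binding above 40%, roughly 3 SD of noise, on plates passing a quality check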;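 further: median bead fluorescence of bound FAM aptamer so fluorescent compounds give negative values; no value below 0 was filed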
BCLXL inh = Bcl-xL (human) inhibition. Q07817. GST-Bcl-xL / FITC-Bim BH3 peptide fluorescence polarization. inhibition, % at 10.9 µM. 320,000 compounds, 0.7% hits. AID 2129;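 active means inhibition above the mean of all tested compounds plus 3 SD, cutoff set per campaign, cut at about 30% in these data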;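 further: 0% = DMSO wells and 100% = unlabeled Bim-BH3 peptide competitor; inhibitors lower millipolarization by displacing the labeled peptide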
Target sequence (Q07817 whole entry, looked up): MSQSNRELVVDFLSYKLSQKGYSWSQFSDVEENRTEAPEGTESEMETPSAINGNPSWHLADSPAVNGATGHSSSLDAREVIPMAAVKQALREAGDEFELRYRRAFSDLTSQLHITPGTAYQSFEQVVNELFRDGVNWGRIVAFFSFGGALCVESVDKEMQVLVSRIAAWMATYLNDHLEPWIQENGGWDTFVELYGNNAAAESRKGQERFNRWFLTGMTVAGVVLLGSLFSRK
Starred values were filed as active, the others as inactive; / = no result given; & = joins results of further samples.

SMILES	VLA-4 inh	MCL1 BIM primary	GLD-1 TGE inh	Fam108B inh	MEX-5 binding	Efflux pump inh	PME-1 primary	GRK2 aptamer HTS	BCLXL inh
CCOC(=O)CN(C(=O)CSc1nnc(CNc2ccc(C)cc2C)n1CC)c1ccccc1	0.0	-2.3	1.9	1.0	-2.6	0.1	3.9	0.0	3.3
Cc1cc(NC2CCCCC2)nc(NCc2ccccc2)n1	3.7	13.4	1.8	-0.6	-1.0	-0.2	4.7	0.0	5.0
CN(C)S(=O)(=O)c1ccc(NC(=O)Cn2ccsc2=N)cc1	15.2	3.1	1.7	5.8	1.9	0.0	2.9	2.0	1.8
CC(=O)c1ccc(Oc2ncnc(N)c2[N+](=O)[O-])cc1	-3.0	11.4	-3.9	-1.9	-1.7	0.1	4.5	1.0	4.5
CCOc1nc(NC(=O)NS(=O)(=O)c2cccc(Cl)c2)nc(-c2ccccc2)n1	30.9	-1.6	6.3	0.0	1.4	0.3	-3.4	5.0	6.5
COc1ccc(NS(=O)(=O)c2ccc3nc(COc4cccc5ccccc45)[nH]c3c2)cc1	1.1	-4.2	4.3	-30.8	0.9	0.5	-69.1	2.0	0.7
O=C1NCC(O)=C1C=NC12CC3CC(CC(C3)C1)C2	1.0&6.9	9.0&6.9	11.3&-7.2	0.1&-3.1	-3.3&-0.8	-0.1&0.0	2.4&-4.3	4.0&2.0	2.9&1.5
COc1ccc(C2CCCN2CC(O)COc2ccccc2C(C)C)cc1 (stereo not given)	-3.8	-1.2	-7.3	3.1	7.6	0.0	-5.0	0.0	-4.0
CCc1ccc(/C=C2/C(=O)N(C)C(=S)N2CC(=O)OC)s1	13.2	-0.3	1.4	1.3	-7.0	0.0	0.2	2.0	0.0
O=C(Nc1ccc(S(=O)(=O)N2CCOCC2)cc1)c1cc([N+](=O)[O-])ccc1Cl	16.1	4.7	-3.6	6.2	-1.5	-0.2	-0.6	3.0	2.4
O=C(CCN1C(=O)c2cccc3cccc(c23)C1=O)Nc1ccon1	-10.3	5.3	-1.2	0.5	1.3	0.0	0.8	1.0	7.0
COc1ccc(CNC(=O)C(=O)NCCCn2ccnc2)cc1	4.2	2.1	4.1	2.3	1.6	-0.1	-1.3	0.0	2.9
Cc1cc(C)nc(SCCN2CCOCC2)n1	5.8	6.4	7.8	2.3	-1.1	0.1	1.5	0.0	7.2
Cn1c(=O)c2c(nc(Oc3ccccc3)n2C)n(C)c1=O	-0.7	-6.0	1.4	3.4	1.4	0.0	-1.7	4.0	3.5
O=[N+]([O-])c1cccnc1N1CCC(c2cc(-c3ccc(Cl)cc3)n[nH]2)CC1	-7.3	-10.4	1.2	-16.9	3.1	0.0	-26.2	0.0	1.2
Cc1nc(C)c(C(=O)NNC(=O)Nc2ccc(Cl)cc2)s1	1.5	10.3	0.1	-0.2	-0.5	0.0	-1.8	0.0	-1.9
O=C(Nc1cccc(S(=O)(=O)NC2=NCCC2)c1)c1ccc(OC(F)F)cc1	-5.2	-2.3	2.9	/	/	-0.1	-4.1	1.0	-1.0
Nn1c(Cc2ccccc2F)nnc1SCn1nnc2ccccc2c1=O	6.2	-2.7	-2.7	2.2	0.6	-0.1	-3.5	0.0	-3.1
Cc1ccc(C(=O)c2ccccc2C(=O)OCC(=O)N2CCCC2)cc1	1.5	/	-2.3	/	/	0.3	/	0.0	/
O=C(NNC(=S)Nc1ccc(Cl)cc1Cl)c1cccnc1	16.9	10.8	2.2	/	/	0.0	-1.9	2.0	4.2
CCc1nnc(NC(=O)C2CCCN2S(=O)(=O)c2ccc(C)cc2)s1 (stereo not given)	5.4	-4.1	-3.0	2.4	-3.7	-0.1	-0.9	0.0	-1.6
CCOC(=O)N1CCC(N2CCN(S(=O)(=O)c3ccc(Cl)cc3)CC2)CC1	23.7	-5.4	-5.8	0.8	0.2	0.1	-0.2	1.0	-0.7
O=C(NCC(=O)N1CCCCCC1)c1ccc(Br)cc1	21.5	-5.2	0.5	5.3	2.0	-0.1	-5.2	2.0	-4.3
Cc1nn2c(N)c(-c3ccccc3)cnc2c1-c1ccccc1	5.3	2.9	2.7	3.3	-1.1	0.1	-3.6	0.0	2.4
CC1CC1C(=O)OCC(=O)c1c(N)n(C)c(=O)n(C)c1=O (stereo not given)	6.7	-3.2	9.0	-2.6	0.7	0.0	-9.2	2.0	0.8

The list continues.
SMILES	VLA-4 inh	MCL1 BIM primary	GLD-1 TGE inh	Fam108B inh	MEX-5 binding	Efflux pump inh	PME-1 primary	GRK2 aptamer HTS	BCLXL inh
COc1ccc(NC(=O)N2CCN(S(C)(=O)=O)CC2)c(OC)c1	-1.1	10.2	1.4	1.7	0.6	0.0	-3.6	0.0	2.3
C/C(=N/NC(=O)OC(C)(C)C)c1ccco1	14.8	1.1	-1.6	1.5	1.2	0.1	0.2	0.0	0.2
Cc1nc2c3ccccc3nc(NNC(=O)CCC(=O)N3CCCC(C)C3)n2n1 (stereo not given)	14.3	0.6	1.5	0.1	-27.0*	0.0	-2.5	0.0	-0.6
COc1cc(CCC(=O)Nc2cccc(S(=O)(=O)N(C)C)c2)cc(OC)c1OC	-0.5	2.9	1.2	0.1	0.9	0.0	-3.2	1.0	5.1
O=C(CSc1ncc(-c2ccc(F)cc2)[nH]1)NCc1ccco1	6.9	4.3	0.6	0.4	-0.4	0.0	7.0	0.0	1.6
COc1ccc(S(=O)(=O)N(CC(=O)NC2CCCCC2)c2ccc(F)cc2)cc1	-4.8	0.6	-4.9	-0.6	2.0	1.2	2.0	0.0	-0.8
O=C(CSc1cn(CCNC(=O)c2ccccc2F)c2ccccc12)NCC1CCCO1 (stereo not given)	18.4	1.8	0.9	-0.9	3.1	0.3	3.2	0.0	-0.6
Cc1ccc(OCC(=O)N/N=C\c2ccncc2)c(C)c1	-6.3	12.0	6.9	7.6	1.9	0.0	-4.9	4.0	3.3
Cc1nnc(NC(=O)c2cc3n(n2)C(C(F)(F)F)CC(C2CC2)N3)s1 (stereo not given)	6.2	3.7	1.6	2.9	1.1	0.2	4.0	1.0	4.5
COc1ccc(/C=N/NC(=O)CCn2cnc(-c3ccccc3)c2-c2ccccc2)cc1	18.2	8.2	1.6	-3.8	0.1	0.1	4.7	2.0	-1.0
COC(=O)c1ccc2c(=O)[nH]c(COC(=O)c3c(-c4ccccc4)noc3C)nc2c1	5.6	-4.1	3.4	-2.8	-0.8	0.0	-11.6	2.0	-0.2
O=C(COc1ccc(S(=O)(=O)N2CCOCC2)cc1Cl)N1CCCC1	4.5	-4.7	6.0	3.2	-0.2	-0.1	3.1	0.0	-0.1
Cc1ccc(CN(C)C(=O)c2ccc3c(c2)NC(=O)CS3)o1	1.1	7.7	5.3	0.4	-0.7	0.4	-5.0	0.0	8.1
Cc1c(NS(=O)(=O)c2ccc3c(c2)c(=O)n(C)c(=O)n3C)c(=O)n(-c2ccccc2)n1C	3.0	2.7	1.7	0.6	-1.4	0.0	1.0	2.0	5.2
CCOC(=O)N1CCC(NC(=O)CSCc2nc(-c3ccc(OC)cc3)oc2C)CC1	17.7	1.1	3.2	-2.2	3.7	0.1	-8.7	0.0	2.1
COc1ccc(C(C)=O)cc1CC(=O)Nc1ccccc1-c1ccccc1	1.3	3.1	0.1	1.9	1.6	-0.1	6.6	0.0	4.5
CC1CCCN(C(=O)c2ccc3c(c2)C(=O)N(CCC2=CCCCC2)C3=O)C1 (stereo not given)	26.1	3.6	3.0	1.2	4.0	-0.1	-5.7	0.0	6.5
COc1ccc(C2=CSC3=C(C(=O)c4cccc(S(=O)(=O)N(C)C)c4)CCN23)cc1	-2.2	-2.3	-6.3	-4.2	2.8	-0.1	0.3	0.0	0.2
CN(CC(=O)Nc1ccccc1Cl)C(=O)CSc1nncn1C	10.8	0.3	-0.5	-1.6	-0.4	0.0	0.3	4.0	-4.0
COc1cccc(S(=O)(=O)Nc2ccc(C(=O)N3CCOCC3)cc2)c1	6.5	-2.8	9.1	0.2	0.6	-0.3	4.9	0.0	-2.0
COc1cccc(N/C(SCc2ccccc2F)=C(/C#N)C(=O)NCc2cccs2)c1	-7.3	0.3	-7.0	-7.4	1.3	0.3	-1.1	2.0	2.3
Cc1cc(NC(=O)CSc2nnc(C(C)N(C)C)n2Cc2ccccc2)no1 (stereo not given)	5.5	1.1	1.3	1.4	1.2	0.0	-0.4	1.0	-0.9
O=C(Nc1ccc2ncccc2c1)c1ccccc1Br	-10.5	3.4	1.9	-4.3	1.5	0.2	-5.2	0.0	-0.4
O=C(Nc1ccncc1)Nc1ccccn1	10.7	-1.8	-5.5	0.6	0.2	0.1	-3.0	1.0	3.3
O=C1C(=O)N(C/C=C/c2ccccc2)c2ccccc21	18.6	-2.5	-2.3	-3.6	0.3	0.5	3.5	5.0	3.6

Going on with the list:
SMILES	VLA-4 inh	MCL1 BIM primary	GLD-1 TGE inh	Fam108B inh	MEX-5 binding	Efflux pump inh	PME-1 primary	GRK2 aptamer HTS	BCLXL inh
CC(=O)N[C@@H](Cc1c[nH]c2ccccc12)C(=O)NCc1ccccc1	7.3	-3.5	5.0	0.6	-1.8	-0.5	-1.7	0.0	5.6
COc1ccc2oc(C(=O)N(C)Cc3ccc(OC(F)F)cc3)c(C)c2c1	25.3	-1.4	2.6	-2.3	-0.8	-0.2	4.0	5.0	5.6
CC1Sc2ccc(C(=O)NCc3cccc(C(F)(F)F)c3)cc2NC1=O (stereo not given)	15.5	3.5	7.3	/	/	-0.1	-2.1	1.0	-2.3
N#CC1(NC(=O)COC(=O)c2nc(Cl)c(Cl)c(N)c2Cl)CCCCC1	-0.1	-1.7	15.5	-2.9	-2.6	0.0	-3.4	2.0	7.5
O=C1c2cccc3cccc(c23)C(=O)N1CCc1ccccc1	-0.3	0.2	-5.6	-2.6	-0.5	-0.1	-2.3	2.0	6.1
O=C(COc1ccccc1F)N/N=C1\CCCc2ccccc21	17.3	3.5	-2.4	-0.7	0.8	0.4	-1.7	1.0	-3.2
COc1ccc(CNC(=O)CN2CCN(C(c3ccccc3)c3ccccc3)CC2)cc1	-12.1	-11.1	-1.1	-4.1	1.8	0.1	5.9	0.0	-8.9
O=C(NCCc1ccccc1)c1cccc(S(=O)(=O)N2CCCCC2)c1	0.0	8.1	1.7	3.0	2.3	-0.2	2.0	3.0	1.8
COc1ccc(C(C)NC(=S)NCc2ccc(F)cc2)cc1 (stereo not given)	8.3	12.0	-1.8	4.7	3.1	-0.1	4.6	2.0	3.2
C=CCOc1ccc(NC(=O)C2CC(=O)N(C(C)C)C2)cc1 (stereo not given)	4.7	-5.5	0.6	-4.1	0.8	0.1	3.6	0.0	0.3
CC1=C(C(=O)Nc2ccc(F)cc2)C(c2ccncc2)C2=C(CCCC2=O)N1 (stereo not given)	-1.1	3.4	-4.4	-0.5	1.1	-0.1	-5.5	0.0	4.5
Cc1cc(C)n2nc(C(=O)N3CCCC(CNS(=O)(=O)c4cccs4)C3)cc2n1 (stereo not given)	13.0	7.7	3.3	-2.5	2.5	-0.2	-0.1	0.0	8.7
COc1cc(CN2CCCC(N3CCN(c4ccc(F)cc4)CC3)C2)ccc1F (stereo not given)	0.1	6.8	-2.0	-0.6	0.4	0.1	3.0	0.0	1.0
O=C(CSc1nnc(-c2ccco2)o1)N1c2ccccc2CCc2ccccc21	-0.4	7.2	-3.9	-1.0	3.1	0.0	-2.6	2.0	6.6

A portion of the library, so the mix of outcomes need not match the whole.
